OX1R antag-1: OX1R (HCRTR1) antagonists, primary screen, fluorescence, CHO/OX1R cells, Fluo-8 calcium, orexin A | Orexin/Hypocretin receptor type 1 (Homo sapiens), O43613 | Fluo-8 calcium fluorescence | actives 0.43% (n = 330,000) | inhibition, % at 5 µM | AID 434989, 2010;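 active = inhibition above its plate's threshold, mean inhibition of all tested compounds on the plate plus 3 SD, cut at about 37% in these data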;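 also: 0% = orexin A challenge wells and 100% = SB-334867-A antagonist wells; not every result past the cut was called active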
Target sequence (O43613 whole entry, looked up): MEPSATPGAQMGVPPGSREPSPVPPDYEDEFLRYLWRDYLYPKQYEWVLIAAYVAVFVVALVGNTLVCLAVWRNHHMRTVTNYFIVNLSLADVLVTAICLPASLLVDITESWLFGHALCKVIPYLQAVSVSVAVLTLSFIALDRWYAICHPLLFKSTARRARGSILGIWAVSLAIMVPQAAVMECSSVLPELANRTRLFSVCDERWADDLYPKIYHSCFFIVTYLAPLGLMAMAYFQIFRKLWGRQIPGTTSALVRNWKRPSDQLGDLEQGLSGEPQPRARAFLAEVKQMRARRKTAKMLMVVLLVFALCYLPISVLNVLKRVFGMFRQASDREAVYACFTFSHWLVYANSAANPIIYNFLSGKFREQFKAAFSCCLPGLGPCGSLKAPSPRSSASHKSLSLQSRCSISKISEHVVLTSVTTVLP
OX1R antag-2: antagonists of human orexin 1 receptor (OX1R); OX1R-expressing cells, FRET antagonist read-out; inhibition, % at 6.6 µM; actives 1.8% (n = 330,000); AID 485270, 2010; in the data active = inhibition mostly above about 38%, no sharp cut-off; inactive = mostly below about 40%;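 also: 0% = agonist challenge alone and 100% = reference antagonist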
CHT allo act: CHT positive allosteric modulators, primary screen, cell-based, membrane potential dye, choline EC20. High affinity choline transporter 1 (Homo sapiens), Q9GZV3. B-score at 10 µM. CHT-expressing cells; hits give high values; LV-AA mutant CHT in HEK293 cells. AID 488977, 2010. actives 0.49% (n = 310,000);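 active = initial fluorescence not abnormally high and integrated response B-score, plate-corrected, over 3 SD above library mean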
Target sequence (Q9GZV3 whole entry, looked up): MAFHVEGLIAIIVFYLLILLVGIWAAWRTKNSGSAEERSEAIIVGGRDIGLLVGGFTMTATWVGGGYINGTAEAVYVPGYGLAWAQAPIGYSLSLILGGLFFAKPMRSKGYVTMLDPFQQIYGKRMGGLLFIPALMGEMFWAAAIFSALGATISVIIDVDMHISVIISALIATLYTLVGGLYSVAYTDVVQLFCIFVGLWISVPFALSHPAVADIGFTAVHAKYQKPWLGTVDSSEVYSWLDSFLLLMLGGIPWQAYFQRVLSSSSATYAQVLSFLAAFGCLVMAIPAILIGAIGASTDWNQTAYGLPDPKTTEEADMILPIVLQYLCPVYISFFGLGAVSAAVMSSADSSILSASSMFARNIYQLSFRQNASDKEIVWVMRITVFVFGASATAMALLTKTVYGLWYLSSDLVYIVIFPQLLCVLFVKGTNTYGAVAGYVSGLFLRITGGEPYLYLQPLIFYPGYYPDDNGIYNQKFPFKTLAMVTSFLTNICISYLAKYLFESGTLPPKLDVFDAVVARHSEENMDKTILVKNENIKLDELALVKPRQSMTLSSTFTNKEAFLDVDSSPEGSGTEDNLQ
* = called active by the depositor; i = inactive; / = not tested or not shown.

Molecule | OX1R antag-1 | OX1R antag-2 | CHT allo act
OCCCNCc1ccc(N(c2ccccc2)c2ccccc2)cc1 | -24 | 0 | i
CC(=O)C[C@H](O)CC(=O)[C@H]1OC(=O)CC/C=C\Cc2ccccc21 | -12 | 9 | /
CCN(Cc1ccccc1)C(=O)c1cc(COc2c(F)cccc2F)on1 | -12 | 19 | i
CC(C)(C)C1CCc2onc(C(=O)N3CCOCC3)c2C1 (centres undefined) | -13 | 22 | i
Cc1cc(NC(=O)CSC2=Nc3ccccc3C3=NC(Cc4ccccc4)C(=O)N23)n[nH]1 (centres undefined) | -18 | 8 | i
COc1nc(OC)nc(N2CCC(C(=O)NC3CCCCCC3)CC2)n1 | -7 | 16 | i
NNC(=O)Cn1nnc(-c2ccc(C(F)(F)F)cc2)n1 | -8 | 0 | i
Cc1cccc(OCCn2c(S(=O)(=O)O)nc3ccccc32)c1 | 6 | 17 | i
COC(=O)c1ccc(CSc2nnc(C)n2N)o1 | -13 | 9 | i
COc1cccc(N2CC(NS(=O)(=O)c3cccs3)CC2=O)c1 (centres undefined) | -9 | 0 | i
COc1ccccc1Nc1c2c(nc3ccccc13)CCC2 | -27 | 8 | i
Cc1c(NC(=O)c2ccc3c(c2)C(=O)N(Cc2ccco2)C3=O)cccc1C(=O)O | -3 | 47 | i
O=c1oc2ccccc2c(O)c1/C=N/c1ccccn1 | 2 | 28 | i
Cc1ccc(OCC(=O)N/N=C2/SCC(=O)N2Cc2ccccc2)cc1 | -23 | 24 | i
Cc1cc(C)cc(NC(=O)CCc2c(C)nn(-c3ccc(N4CCOCC4)nn3)c2C)c1 | -20 | 6 | i
Cc1ccc(S(=O)(=O)N(C)S(=O)(=O)c2ccc(C#N)cc2)cc1 | -16 | 9 | i
COCCNC(=O)C(=O)N/N=C(\C)CC(=O)Nc1ccc2c(c1)OCO2 | 1 | 13 | i
CC1(C)Cc2c(sc3nc(-c4ccccc4)oc(=O)c23)CO1 | 11 | 3 | i
O=C(COC(=O)CNC(=O)c1ccccc1F)Nc1ccc2[nH]c(=O)[nH]c2c1 | -9 | 6 | i
COc1ccc(C(C(=O)NC2CCCCC2)N(C(=O)c2sc(C)nc2C)c2ccc(C(C)=O)cc2)cc1 (centres undefined) | -21 | 8 | i
CC(=O)N1CCN(C(=O)c2ccc(NS(=O)(=O)c3ccc4c(c3)OCCO4)cc2)CC1 | -16 | 23 | i
C=CCn1c(=NC(=O)CN2C(=O)CCC2=O)sc2cc(S(N)(=O)=O)ccc21 | 19 | 33 | i
O=C(Nc1ncccc1O)c1ccc(S(=O)(=O)N2CCCCCC2)cc1 | -4 | 10 | i
CCCCC[C@H]1CN(CCc2ccccc2)C(=O)[C@@H]1CC(=O)NCc1ccc(OC)cc1 | -16 | 10 | i
COc1ccccc1Cn1c(=S)[nH]c2cc(C(=O)N3CCN(C)CC3)ccc2c1=O | -11 | 7 | i
Cn1c(-c2sccc2OCc2cccc(C(F)(F)F)c2)n[nH]c1=S | -2 | 31 | i
CCc1[nH]nc(C(=O)N2CCCC(CCC(=O)N3CCN(c4ccccn4)CC3)C2)c1C (centres undefined) | -36 | 25 | i
O=c1[nH]c(C2CCN(S(=O)(=O)c3ccc4c(c3)OCCO4)CC2)nc2c1nnn2Cc1ccccc1F | -64 | 4 | i
COc1cccc(C(=O)NC2CC(C)(C)NC(C)(C)C2)c1OC | 6 | 7 | i
Cc1ccc(NC(=O)CCc2nnc3ccc(NCc4ccco4)nn23)nc1 | -18 | 8 | i
CCCc1n(CC(O)COCC2CC=CCC2)c2ccccc2[n+]1C (centres undefined) | -4 | 1 | i
COc1cc(C(=S)N2CCCC2)cc(Cl)c1O | -3 | 19 | i
O=C(CCn1ccc2ccccc21)NC1CCCc2ccccc21 (centres undefined) | -20 | 14 | i
CCOC(=O)C1CCN(C(=O)CC(C)c2ccccc2)CC1 (centres undefined) | -24 | 23 | i
CCC(=O)Nc1ccc(-c2ccc(N3CCC(C)CC3)nn2)cc1 | -40 | 44 | i
Cc1ccc(S(=O)(=O)N(CC(=O)NCc2ccc(F)cc2)C(=O)N2CCN(C)CC2)cc1 | -7 | 18 | i
COc1cccc(C2CC3(CC(C)(C)NC(=S)N3)Oc3cc(O)ccc32)c1 (centres undefined) | -27 | 13 | i
FC(F)(F)c1cnc(NNC(=S)Nc2cccnc2)c(Cl)c1 | -8 | 18 | i
O=C(CSc1ccc(Br)c2cccc(Cl)c12)Nc1ccc(S(=O)(=O)Nc2nccs2)cc1 | 80* | 97* | i
O=[N+]([O-])c1cc(C(F)(F)F)ccc1N1CCN(S(=O)(=O)c2ccc3c(c2)CCCC3)CC1 | -1 | 14 | i
Cc1ccc(NCC(=O)N/N=C/c2ccc(C(=O)O)cc2)cc1 | 4 | 22 | i
Cc1nnc(OC(C)C)c2nn(-c3ccccc3F)c(C)c12 | -16 | 15 | i
O=C(OCCOCn1cc(Br)c(=O)[nH]c1=O)c1ccccc1 | -12 | -3 | i
CCC(=O)Nc1cc(C(=O)O)ccc1Sc1ccc(C)cc1 | -1 | 21 | i
COC(=O)c1ccc(NC(=O)c2ccccc2C(=O)Nc2ccc(C(=O)OC)cc2)cc1 | -11 | 5 | i
O=S1(=O)NC(=NCCc2ccccn2)c2ccccc21 | -26 | 9 | i
Cc1cc2cc(CNC(=S)Nc3ccc(OC(F)F)cc3)ccc2n1C | -2 | 16 | i
CCc1c(C)[nH]n(-c2ccc(Oc3ccccc3)c(S(=O)(=O)O)c2)c1=O | -5 | 9 | i
Cc1c(NC(=O)C(C)OC(=O)[C@@H](NC(=O)c2ccccc2)C(C)C)c(=O)n(-c2ccccc2)n1C (some centres undefined) | -7 | 11 | i
C/C(=C\C(=O)c1ccccc1)Nc1cccc(O)c1 | 0 | 20 | i
COCCN1CCn2c(nc3cc(NC(C)=O)ccc32)C1 | -11 | -8 | i
COc1ccccc1/C=C/C=C1\Oc2c(ccc(O)c2CN(C)C)C1=O | -6 | 21 | i
CC1=C(C(=O)Nc2ccc(Cl)cc2)C(c2ccncc2)C(C#N)=C(SCC(N)=O)N1 (centres undefined) | -16 | 4 | i
CC(=O)Nc1ccc(NC(=O)CN(C)CCC#N)cc1 | -4 | 5 | i
CCc1ccccc1NC(=O)Nc1ccsc1C(=O)OC | -36 | 24 | i
CC1(C)CC2(CC(c3cccs3)c3cc(Cl)c(O)cc3O2)NC(=S)N1 (centres undefined) | 3 | 12 | i
CCC(C)NCC(O)(c1ccc(Cl)cc1)c1ccc(Cl)cc1 (centres undefined) | -32 | 24 | i
O=C(c1cnsn1)N1CCN(c2ccccn2)CC1 | -12 | 7 | i
COc1cc(C(=O)NCC(=O)N/N=C/c2cccs2)cc(OC)c1OC | -14 | 24 | i
N#Cc1cn(N2CCCCC2)c(=O)[nH]c1=O | -16 | 4 | i

The list continues.
Molecule	OX1R antag-1	OX1R antag-2	CHT allo act
COc1ccc(CCNC(=O)CSc2nnc(CNC(=O)c3cc(OC)c(OC)c(OC)c3)o2)cc1OC	10	-5	i
Cc1ccc(NC2=CC(=O)CC(C)(C)C2)c(N)c1	-26	22	i
CC(=O)N1CCOc2ccc(S(=O)(=O)NC[C@H]3O[C@@H](n4cnc5c(N)ncnc54)[C@H](O)[C@@H]3O)cc21	-4	1	/
Nc1cc(-c2ccc(Cl)cc2)nn1S(=O)(=O)c1ccc(Cl)cc1	-52	17	i
CCCc1cc(=O)[nH]c(SCC(=O)N2CCOCC2)n1	2	17	i
O=C(COc1ccccc1)NCCS(=O)(=O)N1CCN(c2ccccc2)CC1	-13	15	i
CC1=CC(=O)C=C(C)C1=NOC(=O)c1cccc([N+](=O)[O-])c1	2	74	i
N#Cc1ccc(OCC(=O)NC2=NCCS2)cc1	-6	1	i
CCOP(=O)(CN(CC)C(=O)c1ccccc1Br)OCC	-11	-4	i
Cc1c(Cl)cnc(NC(=O)CSc2nncs2)c1Cl	-18	12	i
O=C(Cc1ccc(-c2ccccc2)cc1)NC1CCCC1	-9	32	i
CCc1ccc(NC(=O)N(C2CCCCC2)C(C)c2cccnc2)cc1 (centres undefined)	-4	22	i
COc1cc2c(-c3ccc4c(c3)OCO4)c(-c3ccsc3)oc(=O)c2cc1OC	-25	16	/
Cc1ccc(CN(C)C(=O)C2CCCN2C(=O)c2cccs2)o1 (centres undefined)	-5	4	i
O=C1CC(N2CCN(C(c3ccccc3)c3ccccc3)CC2)C(=O)N1Cc1ccc(N2CCCC2=O)cc1 (centres undefined)	-21	-1	i
CC(=O)Nc1cccc(C(=O)OC(C(=O)c2ccc(C)cc2)c2ccccc2)c1 (centres undefined)	-22	16	i
Cc1ccccc1OCc1ccc(C(=O)N2CC(C)OC(C)C2)o1 (centres undefined)	-8	8	i
O=C(Nc1nc(-c2cc(Cl)sc2Cl)cs1)c1cccs1	-16	53	i
Cc1c(Br)c([N+](=O)[O-])nn1CC(=O)NCc1ccccc1	-9	14	i
Cc1oc(/C=N/NC(=O)CN(c2ccccc2Br)S(C)(=O)=O)cc1Br	-17	47	i
CC(C)N(Cc1nc(-c2ccc(Cl)cc2)no1)C(=O)C(c1ccccc1)c1ccccc1	-34	16	i
CC1(C)CC2C1CCC1(O)CC2(C)CCC1N(O)c1ccc(C(=O)NCCO)cn1 (centres undefined)	-12	-3	/
CCOc1cc(/C=C/C(=O)O)ccc1OCCOc1ccccc1	-11	9	i
N#Cc1ccsc1NC(=O)CN1C(=O)NC2(CCCC2)C1=O	-4	19	i
CCC1(C)NC(=O)N(CC(=O)Nc2sc3c(c2C(=O)OC)CCCCC3)C1=O (centres undefined)	-18	7	i
Cc1nn(C)c(C(=O)NNC(=S)NC2CCCCC2)c1Br	-11	-1	i
NC(=O)c1ccccc1NC(=O)CS(=O)(=O)Cc1ccccc1	-1	22	i
CCCCCCOc1ccc(/C(N)=N/O)cc1	-20	9	i
Cc1cc(O)c2c(CN3CCN(Cc4ccccc4)CC3)cc(=O)oc2c1	-17	7	i
COc1ccc(NS(=O)(=O)c2ccc3nc(COc4ccc5ccccc5c4)[nH]c3c2)cc1	26	1	i

By substructure: those above containing a CF3 group.
Molecule	OX1R antag-1	OX1R antag-2	CHT allo act
NNC(=O)Cn1nnc(-c2ccc(C(F)(F)F)cc2)n1	-8	0	i
Cn1c(-c2sccc2OCc2cccc(C(F)(F)F)c2)n[nH]c1=S	-2	31	i
FC(F)(F)c1cnc(NNC(=S)Nc2cccnc2)c(Cl)c1	-8	18	i
O=[N+]([O-])c1cc(C(F)(F)F)ccc1N1CCN(S(=O)(=O)c2ccc3c(c2)CCCC3)CC1	-1	14	i

Entries from the list above that contain a nitro group on carbon (3):
Molecule	OX1R antag-1	OX1R antag-2	CHT allo act
O=[N+]([O-])c1cc(C(F)(F)F)ccc1N1CCN(S(=O)(=O)c2ccc3c(c2)CCCC3)CC1	-1	14	i
CC1=CC(=O)C=C(C)C1=NOC(=O)c1cccc([N+](=O)[O-])c1	2	74	i
Cc1c(Br)c([N+](=O)[O-])nn1CC(=O)NCc1ccccc1	-9	14	i

Continued:
Molecule	OX1R antag-1	OX1R antag-2	CHT allo act
C=CCNC(=S)NN=C1CCCCCCC1	6	5	i
CC(C)Cn1c(N)c(C(=O)CSc2ccc3c(c2)OCCO3)c(=O)n(C)c1=O	21	23	i
Cc1ccc(-n2c(SCC(=O)Nc3ccc(N4CCOCC4)cc3)nc3ccccc3c2=O)cc1	-11	0	i
CC(C)OC(=O)/C(=C/c1ccco1)c1ccccc1	-12	-3	i
COc1cc(OC)c2c(-c3ccccc3)cc(=O)oc2c1C(CCN1CCCCC1)c1ccc2c(c1)OCO2 (centres undefined)	-30	2	i
O=C1C=CN2CCCCC2CC1 (centres undefined)	-29	1	/
COc1cccc(NC(=O)CSc2nc3ccsc3c(=O)n2-c2ccc(C(=O)O)cc2)c1	-8	-1	i
O=C(COC(=O)CCSc1ccc(Cl)cc1)NCc1ccco1	-15	7	i
CCOC(=O)c1c(C)n(C)c2c(C)cc(O)c(OC(C)=O)c12	-10	29	i
CCOC(=O)N1CCN(S(=O)(=O)CCNC(=O)c2ccc(OC)cc2)CC1	-24	5	i
CCOC(=O)c1cnc(SCC)[nH]c1=O	-17	19	i
Cn1c(=O)c(=O)n(C)c2cc(S(=O)(=O)N3CCOCC3)ccc21	1	5	i
COc1ccc(Cl)cc1C(=O)NNC(=O)CSc1nnc2ccccn12	-26	2	i
COc1cccc(CNc2nc3nc(C)cc(=O)n3[nH]2)c1	-15	8	i
COc1ccc(S(=O)(=O)N2CCN(CC(=O)Nc3ccccc3Cl)CC2)cc1	-28	11	i
c1cc2c(nn1)CCc1nonc1-2	4	10	i
COc1ccc(NC(=O)N(C)C[C@H]2Oc3c(NC(=O)Nc4ccccc4)cccc3C(=O)N([C@H](C)CO)C[C@@H]2C)cc1	-15	4	/
CCCCC(=O)N=c1sc2cc(S(C)(=O)=O)ccc2n1C	-4	11	i
COc1ccc(N(C)C(=O)c2onc3c2CCCC3)cc1	-9	35	i
COc1ccccc1CN1CCN(C(=O)c2ccncc2)CC1	-18	5	i
CC1CCN(c2ccc([N+](=O)[O-])cc2C(=O)N2CCOCC2)CC1	-23	47	i
CCn1c(SC(C)C(=O)NCC2CCCO2)nc2ccccc21 (centres undefined)	-14	5	/
O=C(Nc1ccc(N2CCN(C(=O)c3cccs3)CC2)c(Cl)c1)c1ccco1	-7	21	i
Cn1cc(Br)c(C(=O)NNC(=O)Cc2ccc(Cl)cc2)n1	-5	11	i
O=C(NNC(=O)c1ccc([N+](=O)[O-])cc1)c1ccncc1	9	70*	i
